UBC13 inh – UBC13 polyubiquitin chain formation inhibitors, primary screen, biochemical, TR-FRET, uHTS | 330,000 tested, 0.47% active | Ubiquitin-conjugating enzyme E2 N (Homo sapiens), P61088 | inhibition, % at 20 µM; in the data active = inhibition above about 45%, passing the limit was not always enough
Jurkat NFkB inh – inhibitors of induced NF-kB luciferase reporter, primary screen, TCR NF-kB activation inhibitor project, cell-based, luminescence, uHTS | inhibition, % at 4 µM | 330,000 tested, 0.53% active | Jurkat, PMA/ionomycin-induced NF-kB luciferase reporter
EBI2 antag – EBI2 receptor antagonists, beta-arrestin recruitment, primary screen, cell-based, luminescence, 7a,25-OHC stimulation, uHTS; G-protein coupled receptor 183 (Homo sapiens), P32249; inhibition, % at 5 µM; 360,000 tested, 0.81% active; 7a,25-OHC stimulated; AID 651636, 2012; in the data active = inhibition above about 38%;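 also: enzyme fragment complementation signal reports receptor beta-arrestin coupling in cells; 0% = agonist plus DMSO wells and 100% = wells without agonist; some results beyond the cut were filed as inactive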
CCR6 antagonist – CCR6 receptor antagonists, primary screen, cell-based, CHO-K1, luminescence, beta-arrestin, uHTS; CHO-K1 CCR6 PathHunter beta-arrestin, CCL20-stimulated; inhibition, % at 20 µM; 340,000 tested, 0.49% active; AID 493098, 2011;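 active = compounds whose inhibition of the agonist-driven luminescence signal at 20 µM reaches about 50%, limit read from the data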;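 also: cells stimulated with CCL20 at 14 nM final; plate controls were DMSO with CCL20 for no effect and DMSO without agonist for full effect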
697 NFkB inh – inhibitors of PMA/ionomycin-induced NF-kB reporter, 697 cells, primary screen, B-cell NF-kB inhibitor project, cell-based, luminescence, uHTS | AID 435022, 2010 | 330,000 tested, 0.33% active | 697 B-cell NF-kB luciferase reporter, 16 h | inhibition, % at 4 µM; in the data active = inhibition above about 35%
SENP8 block – SENP8 protease inhibitors, primary screen, biochemical, luminescence. Sentrin-specific protease 8 (Homo sapiens), Q96LD8. purified SENP8, Z-RLRGG-aminoluciferin cleavage. inhibition, % at 10 µM. 330,000 tested, 1.2% active
Gli-Sufu antag – Gli-Sufu pathway antagonists, primary screen, luciferase luminescence, Sufu-KO-LIGHT cells, uHTS | inhibition, % at 5 µM | 340,000 tested, 0.74% active | Sufu-KO-LIGHT fibroblasts, Gli luciferase reporter luminescence;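 active = inhibition above about 55%, limit read from the data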;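 also: 0% = DMSO-treated cells and 100% = wells with medium but no cells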
Apaf-1 inh – inhibitors of human Apaf-1 apoptosome, primary screen, biochemical, DEVD-Rh110 fluorescence, uHTS. reconstituted apoptosome caspase-3 activity. inhibition, % at 20 µM. 330,000 tested, 0.71% active. AID 489030, 2010; active = inhibition of at least 40% at 20 µM;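 also: plate controls were DMSO wells for no effect and DEVD-CHO caspase inhibitor wells for full effect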
Target sequence (O14727 whole entry, looked up): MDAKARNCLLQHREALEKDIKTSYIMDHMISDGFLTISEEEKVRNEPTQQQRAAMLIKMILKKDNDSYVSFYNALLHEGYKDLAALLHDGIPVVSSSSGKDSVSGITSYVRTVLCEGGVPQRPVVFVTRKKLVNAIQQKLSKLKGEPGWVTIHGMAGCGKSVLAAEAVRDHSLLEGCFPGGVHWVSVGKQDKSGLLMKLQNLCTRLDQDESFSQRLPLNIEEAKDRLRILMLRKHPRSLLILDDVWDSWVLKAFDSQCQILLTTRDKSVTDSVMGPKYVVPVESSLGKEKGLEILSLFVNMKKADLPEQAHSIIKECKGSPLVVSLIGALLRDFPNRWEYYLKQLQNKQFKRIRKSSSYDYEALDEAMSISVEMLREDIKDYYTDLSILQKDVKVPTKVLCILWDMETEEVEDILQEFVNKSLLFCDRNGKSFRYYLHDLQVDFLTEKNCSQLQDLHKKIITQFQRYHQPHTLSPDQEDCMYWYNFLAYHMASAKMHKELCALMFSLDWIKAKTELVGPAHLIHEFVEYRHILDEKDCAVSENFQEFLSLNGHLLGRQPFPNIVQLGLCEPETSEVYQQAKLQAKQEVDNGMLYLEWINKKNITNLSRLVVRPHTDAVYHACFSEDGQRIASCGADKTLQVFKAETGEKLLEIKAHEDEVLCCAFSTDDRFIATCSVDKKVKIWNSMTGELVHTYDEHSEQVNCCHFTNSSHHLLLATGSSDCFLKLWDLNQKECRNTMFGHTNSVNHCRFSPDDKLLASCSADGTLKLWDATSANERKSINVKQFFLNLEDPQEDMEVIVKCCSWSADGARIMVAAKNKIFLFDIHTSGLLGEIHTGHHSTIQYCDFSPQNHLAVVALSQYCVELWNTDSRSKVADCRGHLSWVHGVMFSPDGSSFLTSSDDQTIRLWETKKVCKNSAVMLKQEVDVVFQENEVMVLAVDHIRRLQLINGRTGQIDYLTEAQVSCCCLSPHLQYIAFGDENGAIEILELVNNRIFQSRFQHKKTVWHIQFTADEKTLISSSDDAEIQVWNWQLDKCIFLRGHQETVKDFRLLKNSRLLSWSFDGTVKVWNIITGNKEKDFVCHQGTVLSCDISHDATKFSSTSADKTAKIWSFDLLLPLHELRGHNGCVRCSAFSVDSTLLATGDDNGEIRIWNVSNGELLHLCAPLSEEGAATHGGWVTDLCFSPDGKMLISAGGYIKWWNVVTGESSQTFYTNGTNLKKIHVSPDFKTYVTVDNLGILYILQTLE
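Assay system: Apoptosome proteins | Medium: pH 7.5 Hepes buffer with CHAPS, BSA, DTT | Also added: Cytochrome c and DEVD-Rh110 substrate | Times: 30 min plus 50 min, RT | Detection: Rhodamine 110 fluorescence at Ex 480/Em 540 nm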
Starred values were filed as active, the others as inactive; . = not tested or not shown. Rule as the data show it, unless noted: active = inhibition above about 50%; inactive = the rest. The list is partial, so the mix of outcomes need not match the whole.

Sample of the layout:
SMILES	UBC13 inh	Jurkat NFkB inh	EBI2 antag	CCR6 antagonist	697 NFkB inh	SENP8 block	Gli-Sufu antag	Apaf-1 inh
Cc1ccc(C(=O)OCC(=O)Nc2cc(C(C)(C)C)nn2-c2ccccc2)c(O)c1	-2	7	7	21	-11	-12	-6	23
CCOC(=O)c1cnc2ccccc2c1NCCO	2	14	-3	7	0	-4	-2	-15
CCC(C)NC(=O)C1CCC(=O)N(c2cc(OC)c(OC)c(OC)c2)C1c1ccc(OC)cc1 (stereo not drawn)	3	10	10	-6	26	-1	17	-5
Cc1cc(NC(=O)CN2C(=O)NC3(CCCCCC3)C2=O)ccc1Br	4	8	9	1	-30	7	-5	10
CC(C)(C)n1nnnc1C(c1ccc(F)cc1)N1CCN(Cc2ccc3c(c2)OCO3)CC1 (stereo not drawn)	6	15	1	13	-3	-4	15	7
CCCCC(Br)C(=O)Nc1ccc(S(=O)(=O)Nc2cc(C)nc(C)n2)cc1 (stereo not drawn)	2	-19	-2	4	13	2	1	1
Cc1cccc(C)c1NC(=S)N/N=C/c1ccccc1C(=O)O	-9	2	-9	-3	7	-11	2	-1
Cc1cc(/C=N/NC(=O)c2cccnc2)c(C)n1CC(C)C	-16	-10	-4	-7	-25	-11	-54	4
CCOC(=O)c1cc(-c2nnc(SCC(=O)Nc3ccc(F)cc3)o2)c(C)nc1C	5	2	10	-20	9	-1	0	11
COc1ccccc1OCC(=O)NCCS(=O)(=O)N1CCN(c2ccccc2)CC1	-3	-1	2	4	10	0	16	6
O=C(c1cc(-c2ccccn2)nc2c(Cl)cccc12)N1CCN(S(=O)(=O)c2ccccc2)CC1	-8	11	-53	11	18	-4	-4	15
CC(C)OC(=O)CCCNc1ccc([N+](=O)[O-])cc1[N+](=O)[O-]	-4	1	-4	0	-10	2	-4	-5
C=C(C)CCC(C)N1CCC(n2nccc2NC(=O)CCOc2ccccc2)CC1 (stereo not drawn)	-3	7	2	10	7	-13	-8	-11
CC(=O)Nc1ccc(S(=O)(=O)N(C)Cc2cnn(C)c2)cc1	8	-1	-2	0	-12	-7	-2	-2

This part in full, from the first entry:
SMILES	UBC13 inh	Jurkat NFkB inh	EBI2 antag	CCR6 antagonist	697 NFkB inh	SENP8 block	Gli-Sufu antag	Apaf-1 inh
Cc1ccc(C(=O)OCC(=O)Nc2cc(C(C)(C)C)nn2-c2ccccc2)c(O)c1	-2	7	7	21	-11	-12	-6	23
CCOC(=O)c1cnc2ccccc2c1NCCO	2	14	-3	7	0	-4	-2	-15
CCC(C)NC(=O)C1CCC(=O)N(c2cc(OC)c(OC)c(OC)c2)C1c1ccc(OC)cc1 (stereo not drawn)	3	10	10	-6	26	-1	17	-5
Cc1cc(NC(=O)CN2C(=O)NC3(CCCCCC3)C2=O)ccc1Br	4	8	9	1	-30	7	-5	10
CC(C)(C)n1nnnc1C(c1ccc(F)cc1)N1CCN(Cc2ccc3c(c2)OCO3)CC1 (stereo not drawn)	6	15	1	13	-3	-4	15	7
CCCCC(Br)C(=O)Nc1ccc(S(=O)(=O)Nc2cc(C)nc(C)n2)cc1 (stereo not drawn)	2	-19	-2	4	13	2	1	1
Cc1cccc(C)c1NC(=S)N/N=C/c1ccccc1C(=O)O	-9	2	-9	-3	7	-11	2	-1
Cc1cc(/C=N/NC(=O)c2cccnc2)c(C)n1CC(C)C	-16	-10	-4	-7	-25	-11	-54	4
CCOC(=O)c1cc(-c2nnc(SCC(=O)Nc3ccc(F)cc3)o2)c(C)nc1C	5	2	10	-20	9	-1	0	11
COc1ccccc1OCC(=O)NCCS(=O)(=O)N1CCN(c2ccccc2)CC1	-3	-1	2	4	10	0	16	6
O=C(c1cc(-c2ccccn2)nc2c(Cl)cccc12)N1CCN(S(=O)(=O)c2ccccc2)CC1	-8	11	-53	11	18	-4	-4	15
CC(C)OC(=O)CCCNc1ccc([N+](=O)[O-])cc1[N+](=O)[O-]	-4	1	-4	0	-10	2	-4	-5
C=C(C)CCC(C)N1CCC(n2nccc2NC(=O)CCOc2ccccc2)CC1 (stereo not drawn)	-3	7	2	10	7	-13	-8	-11
CC(=O)Nc1ccc(S(=O)(=O)N(C)Cc2cnn(C)c2)cc1	8	-1	-2	0	-12	-7	-2	-2
COc1ccc(N2CCC(CNC(=S)Nc3c(C)cc(C)cc3C)C2)cc1 (stereo not drawn)	-4	7	24	11	8	7	3	5
COC(=O)COc1ccc(/C=C2/NC(=O)N(CC(=O)OC)C2=O)cc1	10	10	-3	4	8	-6	2	-10
COc1ccccc1CNS(=O)(=O)c1ccc(Cl)s1	6	-8	-9	12	-1	7	-14	4
O=C(NCCCNC(=O)c1ccccc1)c1ccccc1	4	-12	1	-4	8	-3	3	-14
CC[C@@H](C)[C@@H]1CN([C@@H](C)CN2CCC[C@H]2CN2C(N)=NC[C@H]2CC(C)C)C(=N)N1CCc1ccc(Cl)c(Cl)c1	69*	21	-15	14	4	-2	7	52*
O=C(CN1CCSCC1)N/N=C/c1ccc(Cl)cc1	-14	-19	.	.	-11	-1	.	6
O=C(COc1ccc(Cl)cc1)NNC(=O)C(=O)NC1CCCCC1	11	18	32	16	9	-1	3	-3
C=CCn1c(SCCC(=O)O)nc2c1c(=O)n(C)c(=O)n2C	2	2	-2	-4	4	2	-3	1
CC(Cc1cccnc1)NC(=O)c1cc(COc2c(F)cccc2F)on1 (stereo not drawn)	-3	-4	-16	2	-17	-6	18	2
CCC(CC)C(=O)c1c[nH]c(C(=O)NC2CCCCCC2)c1	2	-10	16	1	-1	-5	-3	21
Cc1ccc(-c2csc(NC(=O)c3ccc(-c4ccccc4)cc3)n2)o1	-7	-13	31	12	-154	8	-65	9
The listing continues.
SMILES	UBC13 inh	Jurkat NFkB inh	EBI2 antag	CCR6 antagonist	697 NFkB inh	SENP8 block	Gli-Sufu antag	Apaf-1 inh
COc1cccc(-n2c(SCC(=O)Nc3cc(C)on3)nc3c([nH]c4ccccc43)c2=O)c1	-19	1	2	10	-4	-4	27	5
CCCOC(=O)Nc1nnc(CCC)s1	2	-12	-4	-6	-9	-5	-4	3
COC(=O)c1ccc(/C=N/Nc2nc(N3CCCCC3)nc(N3CCCCC3)n2)cc1	-7	2	5	12	0	-5	-2	26
COc1ccc(CN2C(=O)c3ccccc3C2=O)cc1C(=O)Nc1ccccc1N1CCOCC1	1	12	13	28	2	-6	4	-2
CC(OC(=O)c1ccc(Cl)nc1)C(=O)Nc1ccc(S(=O)(=O)N2CCCC2)cc1 (stereo not drawn)	-3	10	-4	3	9	1	-2	8
CCOc1ncccc1C(=O)OCC(=O)c1ccc(Cl)s1	-3	-11	2	23	-17	-6	-7	4
N#CCCN/N=C(/Cc1nc2ccccc2[nH]1)c1ccc(Cl)cc1	-18	-27	.	.	-23	-6	.	14
COC(=O)C(NS(=O)(=O)c1ccc(N2CCCC2=O)cc1)c1ccccc1 (stereo not drawn)	1	-3	-3	10	0	-3	-2	-6
Nc1nc2c(c3c1c(=O)oc1ccccc13)CCCCC2	22	-2	14	17	-1	6	-6	17
CCC(C)C(NS(=O)(=O)c1ccc(C)cc1)C(=O)NCCCN1CCOCC1 (stereo not drawn)	1	-6	-6	-5	-1	-4	9	-11
Cc1ncc(CN2CCCC(C(=O)Nc3ccc(-n4ccnc4C)cc3)C2)cn1 (stereo not drawn)	2	2	-9	0	6	0	-13	-8
COc1ccc(OCC(=O)Nc2ccc(NC(=O)c3ccccc3Cl)c(OC)c2)cc1	3	7	-2	16	2	4	0	6
CC(C)NC(=O)c1cc2c(s1)CCCC2	-4	-19	-5	-3	0	-5	-9	12
CN(C)CC#CCC(O)(c1ccccc1)c1ccccc1	6	9	-1	16	5	5	23	-18
C[C@@H](NC(=O)[C@@H]1Cc2ccccc2CN1)C(=O)NC1CCCCC1	2	2	2	15	4	8	-7	1
C=CCn1nnnc1SCC(=O)Nc1ccc(C(=O)OC)cc1	-4	-2	-2	10	-5	-1	-3	4
CCn1c(COc2cccc(OC)c2)nnc1SCC(=O)N1CCOCC1	10	-1	-5	9	4	1	7	-19
COC(=O)c1ccc(CN2C(=O)NC(c3ccccc3)(c3ccccc3)C2=O)o1	7	11	10	12	5	6	-2	8
COc1ccc(NC(=O)c2cnc3n(c2=O)CCS3)cc1OC	-9	-16	-4	6	-25	-4	-18	15
CC(=O)c1c(C)nc2ccc(Cl)cn12	-2	-6	-5	17	12	-2	-29	-1
CCOC(=O)C(=CNc1cc(C)ccc1C)C(=O)OCC	-2	1	-27	-31	38*	-1	-1	12
COc1cccc(-c2csc3nnc(SCC(=O)c4ccc(NC(C)=O)cc4)n23)c1	9	7	-6	5	28	2	0	-10
CC(C)c1ccc(NC(=O)c2cc(Br)ccc2Br)cc1	-13	-14	13	11	-27	-14	-14	14
O=C(OCc1ccc(F)cc1)c1cccnc1Cl	17	-1	4	4	-3	3	-3	7
O=C(Cc1cccs1)Nc1ccc(Cl)cc1	5	-19	-8	15	0	1	-8	-6
The results go on.
SMILES	UBC13 inh	Jurkat NFkB inh	EBI2 antag	CCR6 antagonist	697 NFkB inh	SENP8 block	Gli-Sufu antag	Apaf-1 inh
O=C(NCCN1CCN(c2ccccc2F)CC1)C1c2ccccc2C(=O)N2CCc3ccccc3C12 (stereo not drawn)	2	-4	1	12	2	0	4	-6
O=C(N/N=C/c1cccs1)c1[nH]ncc1Br	-6	-25	-10	-3	-48	50	-46	5
Cc1cc(C(=O)NCC(=O)Nc2c(C)cccc2C)c(C)o1	-3	3	-2	-8	16	0	-18	9
CC(C)C(=O)NC(=S)Nc1ccc(S(=O)(=O)Nc2ccccc2)cc1	5	12	-1	10	-7	-3	35	2
O=C(NNC(=S)Nc1ccc(F)cc1)C1[C@H]2CCCC[C@@H]12 (stereo partly drawn)	-10	-24	-8	6	-97	-1	-5	-4
Cc1cc(OC(=O)c2ccc3ccccc3c2)c([N+](=O)[O-])c(=O)[nH]1	-4	-12	-11	0	4	-5	3	-2
COc1cccc(C(=O)NC2CC3CCCC(C2)N3S(=O)(=O)c2ccccc2)c1 (stereo not drawn)	15	2	6	12	18	0	-8	2
CC1CC(C)CN(S(=O)(=O)N2CCC(C(=O)NCc3ccco3)CC2)C1 (stereo not drawn)	8	-3	1	-12	9	7	-3	-7
Cc1c(Cl)cccc1NC(=O)NCc1ccccn1	5	-4	-8	-3	2	5	-3	1
Cc1ccc(-n2c3c(c(=O)[nH]c2=S)C(C(F)(F)F)(C(F)(F)F)NC(=O)N3)cc1	11	8	-1	11	15	-5	3	-17
Cc1cc(C(=O)COC(=O)CN(C)S(=O)(=O)c2ccc(Cl)cc2)c(C)n1Cc1cccs1	1	2	3	17	12	-3	2	23
Cc1nn(C)c(C)c1NS(=O)(=O)c1ccc(Cl)cc1	-4	-3	6	0	-1	8	-4	-4
Nc1nc(SCC(=O)N2CCN(c3ccc(F)cc3)CC2)n[nH]1	12	11	11	-3	13	18	-1	-6
Cc1cc(C)cc(N2C(=O)CC(c3ccccc3)CC2=O)c1	-9	0	-7	12	6	-16	-8	-2
O=C(Cc1cccs1)NCc1cccnc1	-15	-8	-1	1	-45	1	2	8

Look-ups from the entries so far:
`Cc1cc(C)cc(N2C(=O)CC(c3ccccc3)CC2=O)c1` @ SENP8 block: -16
`Cc1cc(C(=O)COC(=O)CN(C)S(=O)(=O)c2ccc(Cl)cc2)c(C)n1Cc1cccs1` @ SENP8 block: -3

Assay outcomes deposited in PubChem by Sanford-Burnham Center for Chemical Genomics.
